D1 PAM = Potentiators of Human D1 Dopamine Receptor: qHTS. AID 504651, 2011. actives 0.036% (n = 360,000). D(1A) dopamine receptor (Homo sapiens), P21728. HEK293 TREx D1 cells, calcium flux, dopamine EC20 potentiation. potentiation, % at 10 µM; in the data active = potentiation above about 30%; also: 0% is about no effect
D1 agonist = Allosteric Agonists of the Human D1 Dopamine Receptor: qHTS; HEK293 T-REx D1 cells, calcium flux, agonist mode; D(1A) dopamine receptor (Homo sapiens), P21728; activation, % at 2 µM; actives 1% (n = 360,000); also: 0% is about no effect
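Agonism was scored from calcium flux recorded over 180 s (1 read/s) after pintool compound addition, following a 10-cycle baseline. Cells were inducible force-coupled HEK293 TREx D1, plated overnight at 30 C and loaded with no-wash calcium dye.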
D1 antag = Antagonist of Human D 1 Dopamine Receptor: qHTS; D(1A) dopamine receptor (Homo sapiens), P21728; HEK293 TREx D1 cells, calcium flux, dopamine EC80; hits give low values; activity change, negative = inhibition, % at 10 µM; actives 3.2% (n = 360,000); AID 504652, 2011; in the data active = activity change below about -30%; also: % is scaled to controls: 0 for no effect and ±100 for the full control effect
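Using tetracycline-induced force-coupled D1 Hek293 cells and a calcium dye, signals were followed for 180 s after compound, then for 180 s after EC80 dopamine, to detect inhibitors.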
RXFP1 antag = qHTS Assay for Antagonists of the Relaxin Receptor RXFP1; actives 0.59% (n = 350,000); HEK293-RXFP1, relaxin-stimulated cAMP HTRF, 30 min; hits give low values; activity change, negative = inhibition, % at 57.5 µM; AID 1259400, 2018;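 active = activity change of -60% or lower, but not beyond a set lower limit; inconclusive = change between -60% and -40%, or beyond the set limit; inactive = change above -40%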; also: % is scaled to controls: 0 for no effect and ±100 for the full control effect
D2 agonist = HTS Assay for Allosteric Agonists of the Human D2 Dopamine Receptor: Primary Screen for Agonists. D(2) dopamine receptor (Homo sapiens), P14416. AID 485358, 2010. activation, % at 2 µM. actives 0.53% (n = 340,000). HEK293 T-REx D2 cells, calcium flux agonist mode;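 active = activation over 3 SD above normal in the single-dose calcium agonist read, cut at about 30% in these data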; also: 0% is about no effect
Target sequence (P14416 whole entry, looked up): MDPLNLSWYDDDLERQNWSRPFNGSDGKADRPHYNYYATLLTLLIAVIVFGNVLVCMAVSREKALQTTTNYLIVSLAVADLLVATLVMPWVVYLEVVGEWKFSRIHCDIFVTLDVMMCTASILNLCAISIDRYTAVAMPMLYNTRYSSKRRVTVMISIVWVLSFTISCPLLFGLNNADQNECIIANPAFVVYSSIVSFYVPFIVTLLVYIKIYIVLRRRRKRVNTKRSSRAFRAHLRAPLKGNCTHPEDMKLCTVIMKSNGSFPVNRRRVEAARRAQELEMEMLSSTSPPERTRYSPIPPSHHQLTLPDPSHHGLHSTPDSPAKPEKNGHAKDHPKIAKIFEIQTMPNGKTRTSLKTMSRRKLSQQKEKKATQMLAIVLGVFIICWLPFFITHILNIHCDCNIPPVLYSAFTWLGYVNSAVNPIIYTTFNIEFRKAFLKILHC
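Agonism is scored from calcium flux in a force-coupled, inducible HEK293 cell line expressing D2, read kinetically for 180 s after compound addition against dopamine controls.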
D2 antag = HTS Assay for Allosteric Antagonists of the Human D2 Dopamine Receptor: Primary Screen for Antagonists. inhibition, % at 10 µM. D(2) dopamine receptor (Homo sapiens), P14416. AID 485344, 2010. HEK293 TREx D2 cells, calcium flux, dopamine EC80. actives 2% (n = 340,000); in the data active = inhibition above about 30%; also: 0% is about no effect
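Calcium mobilization kinetics were recorded at 1 s intervals in tetracycline-induced HEK293 T-REx D2 cells, first for 180 s after compound addition and then 180 s after EC80 dopamine.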
TRHR PAM = qHTS for Small Molecule Agonists and Allosteric Enhancers of Human TRH Receptor: Primary Screen for Enhancers; actives 0.66% (n = 360,000); TRHR cells, fluo-8 calcium fluorescence, EC20 TRH enhancement; enhancement, % at 2 µM; in the data active = enhancement above about 30%; also: 0% is about no effect
Target sequence (P34981 whole entry, looked up): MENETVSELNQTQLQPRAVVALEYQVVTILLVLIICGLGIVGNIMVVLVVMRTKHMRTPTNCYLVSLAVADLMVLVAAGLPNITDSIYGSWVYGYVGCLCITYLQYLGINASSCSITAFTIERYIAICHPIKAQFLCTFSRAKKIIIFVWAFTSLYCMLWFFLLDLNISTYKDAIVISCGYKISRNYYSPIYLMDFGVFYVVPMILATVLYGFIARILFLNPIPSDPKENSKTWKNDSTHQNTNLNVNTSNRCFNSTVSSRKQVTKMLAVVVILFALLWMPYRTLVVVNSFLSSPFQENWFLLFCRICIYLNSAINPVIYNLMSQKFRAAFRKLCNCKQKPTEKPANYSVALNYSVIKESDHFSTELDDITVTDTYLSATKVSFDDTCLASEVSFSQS
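Enhancer read-out: after compound pinning and an initial kinetic agonist-mode read, an EC20 of TRH (10 nM final) was injected and fluo-8 calcium signal (Ex 480/Em 530) followed at 1 s/cycle for 100 cycles in TRHR-expressing cells.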
TRHR agonist = qHTS for Small Molecule Agonists and Allosteric Enhancers of Human TRH Receptor: Primary Screen for Agonists | Thyrotropin-releasing hormone receptor (Homo sapiens), P34981 | TRHR cells, calcium flux fluo-8, FDSS agonist mode | actives 0.18% (n = 360,000) | activation, % at 2 µM; also: 0% is about no effect
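TRHR-expressing cells loaded with fluo-8 calcium dye; 23 nL library compound pin-transferred, kinetic FDSS fluorescence (Ex 480/Em 530) recorded about 180 s for agonist-induced calcium release, before a 10 nM TRH EC20 addition for potentiator mode.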
D2 PAM = HTS Assay for Positive Allosteric Modulators of the Human D2 Dopamine Receptor: Primary Screen for Potentiators | actives 0.34% (n = 340,000) | AID 485347, 2010 | HEK293 T-REx D2, calcium flux, EC20 dopamine potentiation | D(2) dopamine receptor (Homo sapiens), P14416 | potentiation, % at 10 µM;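 active = potentiation over 3 SD above the plate norm, cut at about 30% in these data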; also: 0% is about no effect
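Potentiation of an EC20 dopamine calcium response is measured in a force-coupled, tetracycline-inducible Hek293 Trex D2 line. Compound-only kinetic reads over 180 s flag agonists before dopamine addition.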
Active calls of the source: *; ? = inconclusive; . = not tested or not shown; & = joins results of further samples; ! = not active in a repeat. Rule as the data show it, unless noted: active = activation above about 30%; inactive = the rest.

SMILES	D1 PAM	D1 agonist	D1 antag	RXFP1 antag	D2 agonist	D2 antag	TRHR PAM	TRHR agonist	D2 PAM
CSc1nncc(/C(C)=N\Nc2cccc(C)c2)n1	-2	2	-17	-5	0.2	-12	13	-0.8	3
CN(C)S(=O)(=O)N(CC(=O)NCCSCc1ccccc1)c1ccccc1	-2&-10	1&0	-61*!	-5	-0.2&-0.3	-1	1&10	-0.6&-1.3	85*!
O=[N+]([O-])c1ccc2nn(Cc3ccccc3)cc2c1	1	2	-16	12	0.5	1	13	-0.6	10
Cn1cc(C(=O)NCc2ccc(Cl)cc2)c(=O)c2cc(S(=O)(=O)N3CCOCC3)ccc21	-4	0	8	-9	1.0	-3	4	0.1	2
COc1cccc2cc(C(=O)NNC(=O)c3ccc(Br)cc3)c(=O)oc12	2	0	-8	-7	0.6	15	1	0.1	5
O=C(NC1=NCCS1)c1ccc(Cl)c(Cl)c1	-2	4	-4	10	0.6	1	-2	0.7	2
CCOCCc1nn2c(=O)cc(CSCC(=O)Nc3ccccc3)nc2s1	-6	2	-11	-17	0.1	-23	4	-0.7	9
CCCCCn1c(N2CCOCC2)nc2c1c(=O)n(CC(N)=O)c(=O)n2C	2	-1	40	-10	0.8	7	-2	-0.2	3
COc1cccc(COC(=O)c2c(C)nn(-c3ccccc3)c2Cl)c1OC	-15	1	20	-32	-0.6	-5	0	0.7	11
Cc1cccc(N2CCN(C(=O)CSCc3c(C)noc3C)CC2)c1C	-2	14	-18	3	1.1	-10	1	-0.4	6
O=C(NCCN1CCOCC1)c1cc(S(=O)(=O)NCCCN2CCCC2=O)ccc1Cl	0	2	0	10	0.1	-1	1	0.0	-9
COc1ccccc1C(=O)N(C)CC(=O)Nc1ccc(N2CCOCC2)cc1	-7	1	-2	7	0.2	-22	-1	0.6	12
COc1ccc(N(C(=O)c2snc(C(N)=O)c2N)C(CC(C)C)C(=O)NCC2CCCO2)cc1 (stereo not drawn)	4	-3	17	2	-0.4	2	7	-0.9	4
CCOc1ccc(N2CC(C(=O)Nc3ccccc3C(=O)NC3CC3)CC2=O)cc1 (stereo not drawn)	-3	-2	3	0	0.8	13	-1	0.3	4
O=C(Nc1cc(Cl)ccc1N1CCOCC1)c1cccnc1	-8	4	-5	5	0.1	0	-6	0.1	2

Just TRHR PAM, D2 PAM and D1 antag (2 entries from above):
| Molecule | TRHR PAM | D2 PAM | D1 antag |
| --- | --- | --- | --- |
| O=C(NC1=NCCS1)c1ccc(Cl)c(Cl)c1 | -2 | 2 | -4 |
| CCOCCc1nn2c(=O)cc(CSCC(=O)Nc3ccccc3)nc2s1 | 4 | 9 | -11 |

Next structures follow:
SMILES	D1 PAM	D1 agonist	D1 antag	RXFP1 antag	D2 agonist	D2 antag	TRHR PAM	TRHR agonist	D2 PAM
CCOC(=O)c1ccccc1NC(=O)[C@@H]1CCCN1C(=O)OC(C)(C)C	-2	8	1	12	-0.2	-19	-3	0.0	-7
O=C(NCC(c1ccco1)N1CCN(c2ccc(F)cc2)CC1)C1CCCCC1 (stereo not drawn)	-1	0	28	-22	-0.2	29	0	-0.1	-19
CN(C)S(=O)(=O)c1ccc(C(=O)OCC(=O)Nc2ccccc2OC(F)F)cc1	-6	2	2	-8	-1.0	-8	-6	-0.4	0
CC(C)Oc1ccc(S(=O)(=O)N2CCCCC2)cc1NC(=O)C1CCCC1	13	6	7	-2	1.2	-33	-6	1.4	12
Cc1cccc(C)c1OCc1nc2c3cnn(-c4ccccc4Br)c3ncn2n1	0	2	-17	5	0.4	.	1	0.4	-10
Cc1ccc(C)c(NC(=O)CSc2nc(=O)n(Cc3ccccn3)c3c2CCC3)c1	1	-2	.	.	0.3	.	2	-0.4	-4
Nc1nc2c(nc(N3CCCCC3)n2[C@@H]2O[C@H](CO)[C@@H](O)[C@H]2O)c(=O)[nH]1	-1	2	4	-7	0.6	28	3	0.7	5
Cc1ccc2nc(Cl)c(C3CC(c4ccco4)=NN3C(=O)CCCC(=O)O)cc2c1 (stereo not drawn)	-7	1	-5	-2	0.5	-18	-5	0.4	-6
N#Cc1ccc(/C=N/NC(=O)c2cccc(S(=O)(=O)N3CCOCC3)c2)cc1	2	2	13	6	3.3	-12	3	0.3	1
CC(C)c1csc(CN2CCCC(CNC(=O)c3cccc4ccccc34)C2)n1 (stereo not drawn)	-9	7	2	-5	0.6	14	-10	-1.3	2
CCN(CC)S(=O)(=O)c1ccc(C(=O)NCc2ccc(C)cc2)cc1	-4	6	-13	8	0.5	-18	1	0.6	8
CC1(C)CC(=O)c2cnc(NC(=O)CSc3nc4ccccc4o3)nc2C1	0	-1	19	-5	1.7	6	4	-0.2	4
Cc1ccc(-n2c(SCC(=O)N3CCOCC3)nc(O)c(Cc3ccccc3)c2=O)cc1	-1	5	-31*	8	1.6	.	2	0.9	-5
CC(C)C[C@H](N)c1nnc(SCc2ccc(Cl)cc2)o1	0	0	1	-16	0.0	17	2	-0.8	0
CC(C)C(C)NC(=O)CN1C(=O)NC2(CCc3ccccc32)C1=O (stereo not drawn)	-2	3	-22	-3	1.0	8	4	1.1	-5
CCOc1ccccc1CNS(=O)(=O)c1ccc2[nH]c(=O)ccc2c1	1	2	-4	.	0.0	.	1	0.3	11
CC(=O)N1CCN(C2=NC(=O)/C(=C/c3ccc(OS(=O)(=O)c4ccccc4)cc3)S2)CC1	-3	2	-21	-5	0.4	11	-1	-0.1	-8
COc1cccc(C(=O)OCC(=O)c2c[nH]c3ccccc23)c1O	4	8	-18	-5	0.4	0	4	0.1	7
O=C(O)/C=C/c1cccc(NC(=O)Nc2ccc([N+](=O)[O-])cc2)c1	-1	2	-5	7	-0.2	-5	9	-1.1	3
Cc1ccc(NC(=S)NNC(=O)c2ccc(N3CCOCC3)c([N+](=O)[O-])c2)cc1C	-6	-1	1	-23	-0.3	0	0	0.1	1
O=C(NC1CCCC1)c1cccc(Cn2cc([N+](=O)[O-])cn2)c1	-2	1	4	10	-0.3	-6	2	-0.1	4
COc1cc(OC)c(NC2=C(c3ccc(C(F)(F)F)cc3)C(=O)c3ccccc32)cc1Cl	-1	1	-1	-8	-0.1	.	-11	-0.6	1
COCCCNC(=O)CSC1=Nc2ccccc2C2=NC(Cc3c[nH]c4ccccc34)C(=O)N12 (stereo not drawn)	-2	3	0	-19	0.4	5	-10	-0.5	1
COc1ccc(C(F)(F)F)cc1N/C=C/c1nnnn1-c1ccc2ccccc2c1	-4	3	7	-26	0.4	5	-3	0.3	1
CC1=C(C#N)C(c2ccc(O)cc2)C2=C(CCCC2=O)N1 (stereo not drawn)	4	3	-18	?	.	.	0	-0.2	.
COc1ccc(/C=C/C(=O)OCC(=O)NCC2CCCO2)cc1 (stereo not drawn)	-3	1	7	1	-0.6	-10	-4	0.1	6
C/C(=N\O)c1ccco1	8	-2	-18	.	-1.1	4	1	-0.1	15
O=C(O)C1CC=CCC1C(=O)NNc1c(Cl)cc(Cl)cc1Cl (stereo not drawn)	-2	2	2	11	1.1	-12	15	-0.7	-8
COc1ccc(/C(O)=C2\C(=O)C(=O)N(Cc3ccco3)C2c2ccc(OC)cc2OC)cc1 (stereo not drawn)	3	3	1	19	.	.	1	-0.1	.
Cc1onc(-c2ccccc2)c1C(=O)Nc1ccc2c(C)cc(=O)oc2c1	-9	3	5	-4	-0.3	2	-6	1.3	-5

Five consecutive records from above:
SMILES	D1 PAM	D1 agonist	D1 antag	RXFP1 antag	D2 agonist	D2 antag	TRHR PAM	TRHR agonist	D2 PAM
COc1ccc(/C=C/C(=O)OCC(=O)NCC2CCCO2)cc1 (stereo not drawn)	-3	1	7	1	-0.6	-10	-4	0.1	6
C/C(=N\O)c1ccco1	8	-2	-18	.	-1.1	4	1	-0.1	15
O=C(O)C1CC=CCC1C(=O)NNc1c(Cl)cc(Cl)cc1Cl (stereo not drawn)	-2	2	2	11	1.1	-12	15	-0.7	-8
COc1ccc(/C(O)=C2\C(=O)C(=O)N(Cc3ccco3)C2c2ccc(OC)cc2OC)cc1 (stereo not drawn)	3	3	1	19	.	.	1	-0.1	.
Cc1onc(-c2ccccc2)c1C(=O)Nc1ccc2c(C)cc(=O)oc2c1	-9	3	5	-4	-0.3	2	-6	1.3	-5

Records listed above shown as hits in D2 PAM.
compound	D1 PAM	D1 agonist	D1 antag	RXFP1 antag	D2 antag	TRHR PAM	TRHR agonist	D2 PAM
CN(C)S(=O)(=O)N(CC(=O)NCCSCc1ccccc1)c1ccccc1	-2&-10	1&0	-61*!	-5	-1	1&10	-0.6&-1.3	85*!

Additional structures:
SMILES	D1 PAM	D1 agonist	D1 antag	RXFP1 antag	D2 agonist	D2 antag	TRHR PAM	TRHR agonist	D2 PAM
COCCN1C(=O)C(=O)/C(=C(/O)c2cccc(OC)c2)C1c1ccco1 (stereo not drawn)	-1	2	-5	3	0.0	6	3	-0.1	-4
Cc1cccc(-c2nc(SCc3cc(=O)c4c(C)cc(C)cc4[nH]3)n[nH]2)c1	1	-1	3	-70*	0.3	.	-5	0.1	5
Cc1[nH]nc2c1C(Cc1ccccc1)C(C#N)=C(N)O2 (stereo not drawn)	1	1	10	16	-2.0	1	10	-0.2	5
COC(=O)c1cc2ccc(OC)c(OC)c2c(=O)s1	-1	1	5	2	0.3	-7	3	-1.1	7
CCOc1ccc(NC(=O)CN2CCN(CC(=O)Nc3ccc(N(C)C)cc3)CC2)cc1	-2	-2	5	-1	4.9	1	8	1.0	8
COc1ccc(-n2c(C)cc(C(=O)CN3C(=O)NC4(CCCc5sccc54)C3=O)c2C)cc1 (stereo not drawn)	5	3	3	-12	0.4	18	0	1.3	8
CCNc1c2c(nc3ccccc13)CC(C)(C)CC2=O	0	-1	2	-14	-0.7	9	1	-0.3	-5
O=C(O)CNC(=O)c1nc(-c2ccccc2)n(-c2ccccc2)n1	2	0	-3	4	0.7	6	-2	0.5	4
O=C(N/N=C/c1c(O)n(Cc2ccco2)c(=O)[nH]c1=O)c1ccccc1	-6	2	-1	9	-0.5	15	2	0.8	-7
COc1cccc(CNC(=O)C2CCCN(S(=O)(=O)N3CC(C)CC(C)C3)C2)c1 (stereo not drawn)	-3	2	7	16	0.5	2	-6	0.5	-4
CCN(c1cccc(C)c1)S(=O)(=O)c1cc2c(cc1C)n(C)c(=O)c(=O)n2C	4	-2	-1	0	-1.8	.	0	-0.7	2
CCOCc1ccccc1Nc1ncnc2onc(-c3ccc(Cl)cc3)c12	-1	2	19	.	-0.7	.	-6	0.5	-5
COc1ccc2c(Cl)c(C(=O)N/N=C/c3ccncc3)sc2c1	1	-1	-22	-3	-0.1	16	-3	-0.4	1
CC(=O)Nc1ccc(NC(=O)CSc2n[nH]c(-c3cccs3)n2)cc1	1	1	8	-8	-0.5	5	3	0.2	7

From PubChem BioAssay

The order is random; overall some 7.1% were active at least once.
